Assay outcomes as filed in PubChem.
XIAP antagonists: XIAP antagonists, biochemical, IAP family, fluorescence polarization (AID 1018); hit rate 0.007% among 200,000; displacement, % at 20 µM; hits with a dose series show IC50 in µM; XIAP BIR domain, fluorescence polarization peptide displacement; higher % means a stronger effect; E3 ubiquitin-protein ligase XIAP (Homo sapiens); in the data active means displacement above about 50%; further: a part of the inactive calls stands beside numbers as strong as those of hits
NS5 inhibitors: Dengue-2 NS5 methyltransferase inhibitors, primary screen, biochemical, confirmation dose response (AID 588689); Genome polyprotein (Dengue virus type 2 (strain 16681-PDK53)); Dengue-2 NS5 methyltransferase capping enzyme assay, biochemical; higher % means a stronger effect; inhibition, % at 25 µM, or IC50 in µM where a hit was titrated; hit rate 0.3% among 340,000; in the data active means a potency from the dose series; inconclusive means inhibition above about 29% without an active follow-up result
MgcRacGAP inhibition: MgcRacGAP GTPase-activating activity inhibitors, confirmation, biochemical, ADP Hunter fluorescence; one-dose inhibition, % at 30 µM; IC50 in µM for titrated hits; AID 624330, 2012; MgcRacGAP-stimulated Rac1 GTP hydrolysis, ADP Hunter fluorescence; higher % means a stronger effect; GST-tagged Rac1 F28L mutant substrate; Rac GTPase-activating protein 1 (Homo sapiens); hit rate 0.6% among 340,000;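 active means first-screen hits whose inhibition reached a set limit at any dose in the follow-up dose series; inconclusive means inhibition above the set first-screen limit but never retested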;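 further: fluorescence reports GDP produced by GAP-driven GTP hydrolysis; strong numbers were not always called active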
SIAH1 antagonists: Siah-1 peptide-binding antagonists, primary screen, biochemical, fluorescence polarization, rhodamine-plectin, uHTS (AID 1817). hit rate 0.02% among 290,000. displacement, % at 20 µM, or IC50 in µM where a hit was titrated. Siah-1 / rhodamine-plectin peptide fluorescence polarization; higher % means a stronger effect;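 active means displacement of at least 50% at 20 µM, with a fluorescence ratio check between 0.3 and a set limit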;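 further: plate controls were Siah plus tracer with DMSO for no effect and tracer alone without Siah for full effect; strong numbers were not always called active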
RSV antiviral HEp-2: RSV antiviral activity via CPE protection, HEp-2 cells, primary 10 µM value included (AID 2391); HEp-2 cells, RSV-induced CPE inhibition; higher % means a stronger effect; one-dose CPE inhibition, % at 10 µM; IC50 in µM for titrated hits; hit rate 0.13% among 310,000; in the data active means a potency from the dose series; inconclusive means CPE inhibition mostly from about 23% at the one dose, without a potency; inactive means the rest, 99 in 100 with CPE inhibition below about 21%; further: strong numbers were not always called active
SV40 large T antigen: SV40 large T antigen inhibitors, biochemical (AID 1903) | SV40 large T antigen ATPase/helicase inhibition assay; higher % means a stronger effect | inhibition, % at 20 µM, or IC50 in µM where a hit was titrated | hit rate 0.39% among 310,000; in the data active means a potency from the dose series; inconclusive means inhibition mostly from about 32% at the one dose, without a potency; inactive means the rest, 99 in 100 with inhibition below about 32%; further: strong numbers were not always called active
LYP phosphatase: inhibitors of LYP phosphatase, biochemical, fluorescence intensity, uHTS (AID 1779). hit rate 0.054% among 290,000. Tyrosine-protein phosphatase non-receptor type 22 (Homo sapiens). recombinant LYP phosphatase, fluorescence intensity; higher % means a stronger effect. inhibition, % at 11.5 µM, or IC50 in µM where a hit was titrated; in the data active means inhibition above about 50%;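 further: plate controls were vehicle with enzyme for no effect and no enzyme for full effect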
AID2073: inhibitors of Mint1-CaV2.2 protein interaction, biochemical, HTRF (AID 2073); inhibition, % at 20 µM, or IC50 in µM where a hit was titrated; hit rate 0.19% among 290,000; Voltage-dependent N-type calcium channel subunit alpha-1B (Homo sapiens); HTRF protein-protein interaction, Mint1-CaV2.2; higher % means a stronger effect; in the data active means inhibition mostly above about 51%, no sharp cut-off; inconclusive means no clear call, values can overlap the other calls; inactive means mostly below about 53%; further: some results filed as inactive read as strong as hits
HIV fusion peptide: inhibitors of HIV fusion peptide binding, primary screen, biochemical, uHTS, fluorescence dequenching (AID 1986); hit rate 0.3% among 290,000; cell-free peptide binding, fluorescence dequenching, 30 min; higher % means a stronger effect; one-dose inhibition, % at 20 µM; IC50 in µM for titrated hits; in the data active means inhibition mostly above about 52%, no sharp cut-off; inactive means mostly below about 76%; further: some results filed as inactive read as strong as hits
* = called active by the depositor; ? = inconclusive; nt = not tested or not shown.

Every second line gives: XIAP antagonists	NS5 inhibitors	MgcRacGAP inhibition	SIAH1 antagonists	RSV antiviral HEp-2	SV40 large T antigen	LYP phosphatase	AID2073	HIV fusion peptide
1) Cc1cccc(NC(=O)Cc2nnc(NC(=O)Nc3ccccc3F)s2)c1
→ 0.7%	-5%	2%	-6%	1.7%	5%	-7%	41%	1.7%
2) CCOc1ccc(CN2CCNC(=O)C2CC(=O)NCCCn2ccnc2)cc1 (configuration not stated)
→ -1.9%	14%	4%	0%	0.8%	9%	-9%	-3%	-1.2%
3) Clc1ccc(CNc2ccc(CNc3ncn[nH]3)cc2)c(Cl)c1
→ nt	1%	-3%	-9%	nt	10%	-16%	-3%	-1.3%
4) O=C(NCC1CCCO1)C(=Cc1cccc([N+](=O)[O-])c1)C(=O)NCC1CCCO1 (configuration not stated)
→ -2.4%	4%	7%	-9%	0.5%	6%	-6%	7%	0.5%
5) Cc1ccc2c(c1)C=CC(C)(C)S2=O (configuration not stated)
→ -4.9%	0%	15%	3%	0.0%	-3%	-2%	0%	-3.1%
6) COc1ccc(N2Cc3ccc(OC)c(OC)c3C2=O)cc1
→ nt	-6%	1%	2%	1.3%	21%	-6%	10%	-1.2%
7) Cc1ccc(S(=O)(=O)N2CCOC2CNC(=O)C(=O)NCCN(C)C)cc1 (configuration not stated)
→ nt	-2%	11%	2%	1.2%	29%	-2%	10%	-1.5%
8) O=c1cnnc(N/N=C/C2CC=CCC2)[nH]1 (configuration not stated)
→ -3.3%	-14%	-1%	-2%	2.0%	14%	-8%	1%	-0.4%
9) Cc1cc(C)c(S(=O)(=O)N2CCOC2CNC(=O)C(=O)NCCc2c[nH]c3ccccc23)c(C)c1 (configuration not stated)
→ -3.8%	0%	7%	3%	2.7%	8%	0%	16%	0.5%
10) COCCN(CCOC)C(=O)CN1C(=O)NC(Cc2c[nH]c3ccccc23)C1=O (configuration not stated)
→ nt	-4%	5%	-4%	0.3%	10%	-11%	-6%	-2.1%
11) CC(c1ccccc1)N(CC(=O)NC1CCCCC1)S(=O)(=O)c1cccc(C(F)(F)F)c1 (configuration not stated)
→ -4.8%	-6%	8%	9%	?	1%	1%	-5%	1.8%
12) CCc1ccc(C(=O)CSc2nnc(C)c(=O)[nH]2)cc1
→ 1.6%	2%	5%	2%	0.0%	9%	-4%	-5%	-1.8%
13) CC(=O)NC(CC(=O)Nc1nc(-c2ccc(N(C)S(C)(=O)=O)cc2)cs1)c1ccccc1 (configuration not stated)
→ nt	-7%	-2%	-1%	0.9%	3%	-8%	13%	-0.2%
14) Cc1c(C)c2cc(Cl)c(O)c(CN3CCN(C)CC3)c2oc1=O
→ 0.1%	0%	4%	-3%	-1.7%	10%	-56%	31%	0.6%
15) CCCCn1nc2cc(C(=O)NCc3ccc4c(c3)OCO4)ccc2c1OCC
→ -12%	-1%	2%	0%	4.1%	7%	-2%	11%	1.9%

Looked up above.
For HIV fusion peptide, CC(c1ccccc1)N(CC(=O)NC1CCCCC1)S(=O)(=O)c1cccc(C(F)(F)F)c1 (configuration not stated) has the entry 1.8%
For LYP phosphatase, Cc1ccc2c(c1)C=CC(C)(C)S2=O (configuration not stated) has the entry -2%

The listing continues.
Every second line gives: XIAP antagonists	NS5 inhibitors	MgcRacGAP inhibition	SIAH1 antagonists	RSV antiviral HEp-2	SV40 large T antigen	LYP phosphatase	AID2073	HIV fusion peptide
16) O=C(NC(=S)Nc1cccnc1)c1cccs1
→ -3.4%	6%	0%	1%	0.5%	nt	-7%	-12%	-1.2%
17) COc1ccc(-n2ncc(C(C)NS(=O)(=O)c3cc(F)ccc3C)c2C)cc1 (configuration not stated)
→ nt	3%	8%	2%	4.6%	9%	-5%	-6%	1.1%
18) COc1cccc(NC(=O)CSc2nnnn2C2CCCC2)c1
→ nt	1%	4%	0%	0.7%	5%	-5%	9%	-1.1%
19) CC(C)(C)c1ccc(OCC(=O)N/N=C/c2ccc(N3CCOCC3)cc2)cc1
→ 0.2%	-1%	9%	1%	4.3%	-4%	3%	1%	-2.7%
20) Cc1cc(C)n2nc(CC(=O)NC3CCCCCCC3)nc2n1
→ -5.3%	4%	7%	-1%	-0.3%	1%	-6%	10%	-1.8%
21) O=C(O)c1cn(C2CCCCC2)c2ccccc2c1=O
→ nt	9%	12%	9%	2.7%	18%	-8%	12%	0.8%
22) COC(=O)c1c(C(=O)OC)c2n(c1C)CCC2
→ -3.5%	0%	4%	2%	-1.4%	10%	-6%	-2%	19%
23) CCc1ccc(NC(=O)C2CCCN(S(C)(=O)=O)C2)cc1 (configuration not stated)
→ -7.7%	-2%	7%	4%	0.0%	5%	7%	-4%	1.2%
24) CCCN(CC1CCCO1)C(=O)c1cc(COc2ccc(F)cc2F)on1 (configuration not stated)
→ nt	-5%	3%	-5%	0.1%	3%	-7%	11%	1.3%
25) O=C(c1ccc2ccccc2c1)N1CCN(c2ccc(O)cc2)CC1
→ -2.3%	3%	?	-2%	2.8%	9.8µM*	-6%	-51%	-1.7%
26) CC(=O)Nc1cccc(NC(=O)CSc2ccc(-c3ccco3)nn2)c1
→ nt	-3%	17%	7%	4.2%	20%	-5%	36%	4.2%
27) CCC(=O)Nc1cccc(C(=O)c2ccc(C)c(C)c2)c1
→ -1.8%	-5%	4%	2%	7.1%	5%	-1%	-3%	-2.2%
28) Cc1ccc(C(C[N+](=O)[O-])c2c(C)cc3ccccn23)cc1 (configuration not stated)
→ -8.8%	14%	5%	4%	5.5%	6%	2%	-17%	8.8%
29) Cc1cc(C)c(S(=O)(=O)N2CCCC(C(=O)NCc3ccccn3)C2)c(C)c1 (configuration not stated)
→ nt	-5%	6%	2%	1.9%	9%	-2%	-3%	2.6%
30) COc1cc(-n2ccnc2SC)c(Cl)cc1Cl
→ -4.6%	-6%	7%	-2%	5.4%	-1%	-8%	-1%	-2.0%
31) S=C(NCCc1ccccc1)N1CCN(C23CC4CC(CC(C4)C2)C3)CC1
→ -6.3%	4%	8%	-3%	-1.8%	7%	-4%	-23%	-1.8%
32) Cc1ccccc1NC1=C(Cl)C(=O)OC1OC(=O)c1ccco1 (configuration not stated)
→ 0.0%	-3%	0%	0%	0.0%	2%	-6%	-13%	-1.3%
33) Cc1ccc(C(=O)Nc2cccc(C(F)(F)F)c2)cc1Nc1ccccn1
→ nt	-7%	7%	0%	16%	8%	-2%	19%	2.4%
34) CCC(=O)Nc1ccccc1C(=O)OCC(=O)c1ccccc1
→ -1.7%	-8%	7%	5%	-1.1%	-2%	5%	15%	3.4%
35) CCCCCC(=O)NC(NC(=S)NC1CCS(=O)(=O)C1)C(Cl)(Cl)Cl (configuration not stated)
→ -0.7%	-2%	9%	-3%	0.2%	13%	-6%	-16%	1.3%
36) Cc1cc(C)c(CN2CCCC(CNC(=O)c3ccc(F)cc3)C2)c(-n2cccn2)c1 (configuration not stated)
→ -9.4%	-7%	3%	12%	4.0%	4%	-7%	2%	1.9%
37) CSc1n[nH]c(NCc2ccccc2)n1
→ -6.3%	nt	-2%	-1%	1.7%	19%	-2%	3%	-1.1%
38) Cc1cc(C)cc(-n2nnnc2SCC(=O)N2CCOCC2)c1
→ 0.3%	-6%	0%	18%	0.4%	3%	0%	-4%	0.5%
39) N#CCOc1coc(CN2CCN(c3ccccc3)CC2)cc1=O
→ nt	-13%	-5%	-4%	1.3%	9%	-10%	-6%	1.0%
40) CC1CN(S(=O)(=O)c2cccc(C(=O)Nc3ccc4c(c3)CCC4)c2)CC(C)O1 (configuration not stated)
→ -6.9%	4%	8%	-4%	3.8%	0%	5%	-1%	-2.5%
41) CSc1ccccc1NC(=O)CN(c1cccc(C)c1)S(C)(=O)=O
→ -5.6%	-6%	0%	0%	-1.0%	-2%	-9%	2%	-0.5%
42) CCCCCCC1CCC(c2nc(-c3ccncc3)no2)CC1 (configuration not stated)
→ -1.0%	1%	3%	4%	11%	6%	-6%	7%	-0.9%
43) CCC(C)[C@H](NC(=O)C1CCN(C(=O)[C@H](Cc2ccccc2)NC(=O)OC(C)(C)C)CC1)C(=O)O (some centres not stated)
→ nt	-5%	8%	-3%	1.4%	5%	-4%	18%	1.1%
44) COc1ccc(OCC(=O)Nc2ccc(NC(=O)c3ccccc3Cl)c(OC)c2)cc1
→ nt	5%	8%	5%	0.3%	27%	-3%	15%	-0.3%
45) CCc1ccc(NC(=O)Nc2cc(C(=O)O)ccc2N2CC3CC(C2)c2cccc(=O)n2C3)cc1 (configuration not stated)
→ nt	-33%	9%	5%	2.4%	12%	-5%	0%	-0.9%
46) CC(=O)NC(Cc1c[nH]c2ccccc12)C(=O)NCCc1ccccc1 (configuration not stated)
→ nt	nt	11%	3%	1.7%	12%	-12%	8%	1.1%
47) CCN(CC)S(=O)(=O)c1ccc(C(=O)Nc2ccc3c(c2)OCO3)cc1
→ -5.4%	nt	-2%	-3%	0.7%	8%	0%	10%	-2.5%
48) O=[N+]([O-])c1ccc(CS(=O)(=O)N2CCN(c3ccccc3)CC2)cc1
→ nt	-4%	3%	-1%	0.9%	4%	-3%	-5%	-0.9%
49) CC(Sc1nncs1)C(=O)Nc1ccc2c(c1)OCO2 (configuration not stated)
→ -2.8%	-2%	0%	3%	0.7%	-12%	-4%	1%	-2.7%
50) O=C(CSc1cccc[n+]1[O-])Nc1ccc2c(c1)OCCO2
→ -3.6%	-6%	5%	4%	-1.1%	9%	-6%	22%	-0.2%
51) CN(C)C(CNC(=O)c1ccc(NS(=O)(=O)c2ccc(F)c(F)c2)cc1)c1ccccc1 (configuration not stated)
→ nt	-3%	5%	nt	-1.9%	12%	nt	nt	nt
52) Cc1cc(NC(=O)c2ccccc2)no1
→ nt	-2%	5%	9%	-0.4%	0%	-9%	12%	0.6%

Some entries already given, reduced to SV40 large T antigen.
item	compound	SV40 large T antigen
47	CCN(CC)S(=O)(=O)c1ccc(C(=O)Nc2ccc3c(c2)OCO3)cc1	8%
48	O=[N+]([O-])c1ccc(CS(=O)(=O)N2CCN(c3ccccc3)CC2)cc1	4%
49	CC(Sc1nncs1)C(=O)Nc1ccc2c(c1)OCO2 (configuration not stated)	-12%
50	O=C(CSc1cccc[n+]1[O-])Nc1ccc2c(c1)OCCO2	9%
51	CN(C)C(CNC(=O)c1ccc(NS(=O)(=O)c2ccc(F)c(F)c2)cc1)c1ccccc1 (configuration not stated)	12%
